Screening results (PubChem BioAssay)
p53 reactivator – restores transcriptional activity of mutant p53. H1299 p53-A138V BP100-luciferase reporter, luminescence, 24 h. Potency, µM (highest dose often 92.2 µM), for the others: top-dose activity change, positive = activation, actives largely listed as activators. 320,000 compounds, 0.063% hits; note: potency is the fitted concentration of half-maximal effect; % of control where 0% means no effect; nearly all actives have a fitted effect of over 45% in size
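p53-null H1299 cells stably carrying temperature-sensitive p53-A138V and a BP100-luciferase reporter were pinned with compounds (4-point, 1:5 series) and held 24 hrs at 37 deg C. Luminescence was read 10 min after detection reagent.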
Integrin act MD – activates integrin-mediated alleviation for muscular dystrophy; Potency, µM (top dose mostly 38.3 µM), without a hit: at the highest dose activation, hits mostly activators; alpha7betagal myoblasts, beta-gal FDG fluorescence, 48 h; 350,000 compounds, 0.064% hits;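 note: potency is the fitted concentration of half-maximal effect; 100% = response of the positive control SU9516; nearly all actives have a fitted effect of over 60% in size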
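Alpha7betagal+/- myoblasts (passage 13) were plated 16-24 hr, then exposed to compounds (1:260 dilution of DMSO stock) for 48 hours at 37C. After MPER lysis, β-galactosidase reporter activity was read as FDG fluorescence (ex 480/em 540) after 30 minutes.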
PTAP TSG101 blk – blocks PTAP/TSG101 interaction to inhibit HIV-1 budding; Q99816; Potency, µM (titrated, usually from 115 µM), inactives show top-dose activity change, negative = inhibition, most hits filed as inhibitors; 340,000 tested, under 10 active; Fluorescence polarization, FITC-PTAP peptide / Tsg101 binding; active = well fitted inhibition curve with a large enough effect in the main read-out, with a control signal flat, not every such curve was filed as active; inconclusive = small, poorly fitted or top-dose-only effect, or effect the other way, or a change in a side signal; inactive = no such curve, though single readings can be large or run the other way; note: potency is the fitted concentration of half-maximal effect; % of control where 0% means no effect
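Fluorescence anisotropy tracks displacement of a FITC-tagged PTAP peptide (50 nM) from the Tsg101 binding domain (10 uM), following a 20 min room-temperature incubation at pH 7.5.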
TRPV1 agonist – activates the human vanilloid receptor TRPV1 | Q8NER1 | AID 540275 | TRPV1-expressing cells, Fluo-8 calcium influx, agonist mode | activation, % at 8.33 µM | 320,000 compounds, 0.19% hits; in the data active = activation above about 80%; inconclusive = between about 30% and that limit; note: 0% is about no effect
Target sequence (Q8NER1 whole entry, looked up): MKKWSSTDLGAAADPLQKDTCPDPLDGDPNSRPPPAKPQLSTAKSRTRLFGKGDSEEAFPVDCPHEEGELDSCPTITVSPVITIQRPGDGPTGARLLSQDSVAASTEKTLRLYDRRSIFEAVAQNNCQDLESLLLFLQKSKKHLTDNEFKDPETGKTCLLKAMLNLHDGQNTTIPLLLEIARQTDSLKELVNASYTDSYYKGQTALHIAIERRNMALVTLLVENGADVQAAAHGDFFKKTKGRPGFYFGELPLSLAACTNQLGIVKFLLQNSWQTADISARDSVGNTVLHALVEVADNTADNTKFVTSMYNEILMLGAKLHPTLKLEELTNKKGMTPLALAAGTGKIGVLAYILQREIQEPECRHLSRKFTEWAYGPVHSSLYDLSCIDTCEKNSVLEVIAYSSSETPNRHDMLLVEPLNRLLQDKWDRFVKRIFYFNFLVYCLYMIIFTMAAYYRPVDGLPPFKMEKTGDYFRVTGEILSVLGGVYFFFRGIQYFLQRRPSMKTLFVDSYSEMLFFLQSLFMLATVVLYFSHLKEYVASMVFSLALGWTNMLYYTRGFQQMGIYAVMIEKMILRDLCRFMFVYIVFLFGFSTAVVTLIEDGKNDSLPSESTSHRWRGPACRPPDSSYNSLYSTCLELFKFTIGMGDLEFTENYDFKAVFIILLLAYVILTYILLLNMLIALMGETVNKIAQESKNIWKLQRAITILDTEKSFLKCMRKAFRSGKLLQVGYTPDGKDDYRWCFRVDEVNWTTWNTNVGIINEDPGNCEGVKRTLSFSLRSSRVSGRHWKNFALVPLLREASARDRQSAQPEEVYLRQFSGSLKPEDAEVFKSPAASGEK
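Cells expressing TRPV1 were dye-loaded with Fluo-8 and read kinetically: 10 s baseline, 3 min after compound (agonist portion), then 2 min after EC20 capsaicin (allosteric enhancer portion). Calcium-bound dye fluorescence at 480/520 nm.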
Eya2 inh – inhibitors of human Eya2 phosphatase activity | recombinant Eya2, OMFP fluorescence dephosphorylation (OMFP is methylfluorescein phosphate) | Potency, µM (titrated, usually from 76.9 µM), inactives show at the top dose activity, negative = inhibition, actives largely listed as inhibitors | 330,000 compounds, 0.006% hits | AID 488837; note: potency is the fitted concentration of half-maximal effect; % is set by controls: 0 for no effect and ±100 for the full control effect
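Eya2 (0.2 uM) preincubated 10 min at ambient with compound, then OMFP substrate added at 50 uM; 10 min reaction in 50 mM HEPES pH 7.5, 50 mM NaCl, 5 uM MgCl2, 0.05% BSA, 1 mM DTT. Fluorescence read at Ex 485/Em 525 nm.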
B2AR arrestin – recruits beta-arrestin to the human beta2-adrenergic receptor; Potency, µM (doses to about 46.1 µM), without a hit: at the highest dose activation, most hits filed as activators; beta-arrestin recruitment to beta2AR, cell-based reporter; 330,000 compounds, 0.02% hits; P07550;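 note: potency is the fitted concentration of half-maximal effect; 0% = DMSO controls and full agonism = EC100 isoproterenol or metaproterenol; nearly all actives have a fitted effect of over 65% in size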
USP2a block – inhibitors of human ubiquitin-specific protease USP2a; O75604; USP2 core, Ub-CHOP2 coupled fluorogenic reporter, 485/531; Potency, µM (series often up to 38.3 µM), inactives show at the top dose activity change, negative = inhibition, most hits filed as inhibitors; 330,000 compounds, 0.01% hits; AID 463254;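 note: potency is the fitted concentration of half-maximal effect; plate controls were DMSO wells for no effect and full inhibition by NEM control for full effect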
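Cell-free coupled assay: 10nM USP2 core preincubated 30min RT with compound in Tris-HCl pH 8.0/CaCl2/CHAPS buffer, then 25nM Ub-CHOP2 and 25nM reporter substrate; fluorescence (Ex 485/Em 531) read after 60min RT, normalized to NEM inhibition, concentration-response curves fitted.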
ELG1 genotox – induces genotoxicity in HEK293T cells with luciferase-tagged ELG1; HEK293T ELG1-luciferase reporter, luminescence, 16 h; Potency, µM (top dose mostly 46 µM), for the others: at the top dose activity change, positive = activation, actives largely listed as activators; 330,000 compounds, 1.3% hits; AID 504466; note: potency is the fitted concentration of half-maximal effect; % of control where 0% means no effect; nearly all actives have a fitted effect of over 60% in size
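Screening used a luciferase reporter fused to human ELG1 in HEK293T cells. Luminescence was read on a CCD plate imager after 16 hr exposure and 30 min ONE-Glo incubation.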
ASM inhibitor – human S-ASM enzyme inhibition | placental ASM, HMU-PC fluorogenic substrate, 60 min | Potency, µM (series often up to 57.5 µM), without a hit: at the highest dose activity change, negative = inhibition, actives largely listed as inhibitors | 340,000 compounds, 0.006% hits | AID 504937; note: potency is the fitted concentration of half-maximal effect
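Fluorescence read-out (Ex 386 nm, Em 447 nm) after stopping the reaction at pH 10. Enzyme: ASM from human placenta; substrate HMU-PC0, 9 uM final; 60 min, 37 °C. Compound preincubation 10 min, ambient temperature.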
BRCA1 expr act – BRCA1 expression activation. Potency, µM (series often up to 46.1 µM), for inactives: at the highest dose activation, actives largely listed as activators. MCF7-BRCA1-FFLuc reporter, luminescence, 48 h; response scale: scaled: vehicle 0%, 10 µM genistein 100%. 380,000 compounds, 1.1% hits; note: potency is the fitted concentration of half-maximal effect; nearly all actives have a fitted effect of over 80% in size; some results filed as inactive show a strong effect at the top dose
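Quantitative HTS in MCF7 cells stably reporting BRCA1 expression via firefly luciferase. Compound treatment lasts 48 h at 37 °C in phenol-red free MEM. Activation is expressed relative to genistein at 10 microM and DMSO.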
uPA generation – blocks generation of uPA at the cell surface. cell surface uPA generation assay, qHTS. Potency, µM (titrated, usually from 38.3 µM), for the others: at the highest dose activity change, negative = inhibition, most hits filed as inhibitors. 330,000 compounds, 0.31% hits. AID 540303; active = well fitted inhibition curve with a large enough effect; inconclusive = small, poorly fitted or top-dose-only effect; inactive = no such curve, though single readings can be large or run the other way; tested in mouse RAW 264.7 cells; note: potency is the fitted concentration of half-maximal effect; % is set by controls: 0 for no effect and ±100 for the full control effect; nearly all actives have a fitted effect of over 55% in size
Starred values were filed as active, the others as inactive; ? = inconclusive; · = no result given; [ ] = another dose, or the depositor's remark. Unless noted, calls come from the whole dose curve; as a rule, active = well fitted curve in the direction sought with a large enough effect; inconclusive = small, poorly fitted or top-dose-only effect, or another doubt; inactive = no such curve, though single readings can be large; an effect the other way counts as inactive or inconclusive.

SMILES | p53 reactivator | Integrin act MD | PTAP TSG101 blk | TRPV1 agonist | Eya2 inh | B2AR arrestin | USP2a block | ELG1 genotox | ASM inhibitor | BRCA1 expr act | uPA generation
Cc1cc([N+](=O)[O-])nn1CC(=O)NCCCn1ccnc1 | 0% | -23% | -1% | -2 | -6% | -0.3% | 4% | -1% | 0% | 3% | 3%
S=C(NCCc1ccccc1)Nc1ccc(Cl)cc1Cl | ? | -32% | -5% | 4 | -3% | -0.9% | 2% | -2% | -2% | 42% | 10%
CCC(=O)c1cn(CC(=O)Nc2cccc(OC)c2)c2ccccc12 | 11% | 11% | -2% | 6 | -17% | -0.3% | 1% | 3% | -1% | 3% | 7%
Cc1nonc1CC(=O)N1CCCC(C(=O)c2cccc(C(F)(F)F)c2)C1 (stereo not given) | -2% | ? | -3% | 2 | 7% | -0.8% | 2% | 0% | -1% | -3% | -6%
CCOC(=O)C1CCN(C(=O)c2ccc(Cl)c(NC3=NC4CS(=O)(=O)CC4S3)c2)CC1 (stereo not given) | 3% | -5% | 0% | -1 | 10% | -0.4% | 1% | -1% | 7% | -2% | 5%
COc1ccc(CNC(=O)[C@H](Cc2ccccc2)NC(=O)C2CCNCC2)cc1 | -4% | 26% | -1% | 1 | 8% | -0.1% | 2% | 1% | -2% | 14% | -6%
COc1ccc(Cc2noc(CN3CCNC(=O)CC3)n2)cc1OC | 1% | 27% | -2% | 2 | 1% | -0.6% | 0% | 2% | 0% | 9% | -1%
COc1ccc(CNC(=O)CSCc2cnn(-c3ccccc3)c2-n2cccc2)cc1 | -2% | -26% | 0% | ? | 1% | -1.0% | -1% | -7% | -3% | -20% | 2%
COc1ccccc1N1CCN(C2CCN(S(=O)(=O)c3ccc(C)cc3)CC2)CC1 | 6% | -7% | -3% | 7 | 0% | -0.8% | -6% | -5% | 0% | -14% | -3%
Cc1nc2ccc(NC(=O)N3CCC(c4ccccc4)C3)cc2nc1C (stereo not given) | -9% | 10% | -8% | 3 | -36% | 0.1% | -2% | 0% | 194%[activator] | 7% | -9%
O=C(CN(c1cc(Cl)ccc1Cl)S(=O)(=O)c1ccccc1)N1CCOCC1 | -8% | 4% | -2% | ? | 1% | -0.1% | -2% | 5% | -1% | -20% | 9%
CS(=O)(=O)N1CCC(C(=O)Nc2ccc(C(F)(F)F)cc2)CC1 | 0% | 1% | -10% | 24 | 13% | 0.3% | 4% | 23% | 0% | ? | 0%
COCc1c(C(=O)N/N=C\c2cccs2)nnn1-c1nonc1N | 1% | 6% | -4% | 1 | 3% | -0.8% | -1% | -4% | 1% | -7% | 2%
COCCCN(C(=O)c1ccccc1)c1nc(-c2ccc(OC)cc2)cs1 | -17% | ? | 0% | 6 | 1% | -0.1% | 2% | -5% | -2% | -12% | -2%
Cc1cc(C)c(-c2csc(NC(=O)COC(=O)c3ccc4c(c3)OCO4)n2)c(C)c1 | -8% | 5% | -2% | -3 | 7% | -1.2% | -1% | 6% | 2% | 43% | -9%
Clc1ccc(Nc2nc(C3CC3)cs2)cc1 | ? | 0% | -5% | 2 | -8% | 0.4% | -5% | 6.5µM* | 1% | ? | 6%
C/C(Cl)=C\Cn1c(N2CCCC2)nc2c1c(=O)[nH]c(=O)n2C | 15% | -6% | -3% | -3 | -19% | -0.3% | 4% | 2% | 2% | -24% | -6%
Cc1ccc(NC(=O)C/C(N)=N/OC(=O)Nc2cccc(Cl)c2)cc1 | 5% | 2% | -5% | 1 | -18% | 0.1% | 5% | -1% | 2% | -3% | -4%
COc1ccc(CN(C)CC(O)COc2ccc(C(=O)c3ccccc3)cc2)c(OC)c1OC (stereo not given) | 3% | -69%[inhibitor] | -1% | 1 | 11% | -0.3% | -1% | -5% | 0% | -62% | -10%
Cc1nc([N+](=O)[O-])c(Br)n1CC(=O)c1ccc(F)cc1 | -8% | -23% | -3% | -2 | -3% | 0.6% | -1% | -10% | 0% | -45% | -13%
O=C(CN1CCS(=O)(=O)CC1)NNC(=O)C1CCCCC1 | 1% | 19% | -6% | -7 | 2% | 0.0% | 11% | 4% | 2% | 28% | 4%
N#Cc1ccc(S(=O)(=O)N2CCC(N3CCCCC3)CC2)cc1 | 2% | -9% | 0% | 0 | 27% | -0.2% | 3% | -1% | -2% | -7% | 1%
CCO[C@@H]1OC(C(=O)Nc2ccccc2)=C[C@H](c2csc3ccccc23)[C@H]1CCCO | 4% | -20% | -1% | 18 | -11% | -0.1% | -2% | -7% | -20% | -30% | ?
COc1ccc(C(=O)c2nc3c(n2O)CCCCC3)cc1 | 10% | -16% | -4% | 4 | 2% | -0.1% | -2% | 5% | -1% | 30% | 4%
COCCn1c(C)cc(C(=O)COC(=O)c2ccc3ncsc3c2)c1C | ? | -54%[inhibitor] | -3% | 25 | 20% | 0.1% | 2% | ? | 0% | 11µM* | -6%
O=C(CSc1nc2ccccc2o1)Nc1nc(-c2ccccc2)cs1 | ? | 18% | -2% | 4 | -1% | -0.6% | -8% | ? | -7% | 32% | 2%
Cc1ccccc1Nc1nnc(SCC(=O)NC(=O)NCc2ccco2)s1 | 7% | 1% | 0% | 1 | -6% | -0.2% | 4% | 0% | -3% | 8% | 1%
Cc1noc(C)c1COc1ccccc1C(=O)NNC(=O)C(C)Oc1ccccc1F (stereo not given) | 2% | -5% | -1% | 0 | 25% | 0.2% | 2% | 0% | 2% | -10% | 1%
COC(=O)Cc1cc(=O)[nH]c(/N=C(\N)Nc2ccccc2C)n1 | -7% | 27% | -5% | 3 | -7% | -0.5% | 0% | 8% | 3% | 1% | -12%
CCOC(=O)C1(Cc2ccccc2)CCCN(Cc2ccc(OCCO)cc2)C1 (stereo not given) | -2% | 2% | -1% | 20 | -7% | 0.2% | 2% | -9% | 1% | 0% | -1%
COc1cccc(NC(=O)CSc2nc3ccccc3c(=O)n2CCCC(=O)NCC2CCCO2)c1 (stereo not given) | -4% | 10% | -1% | -4 | 5% | -1.0% | -4% | -7% | -2% | -11% | 1%
CCCCNS(=O)(=O)NC(=O)C1=C(N2CCCC2)COC1=O | 1% | 3% | · | 0 | -11% | -2.7% | 1% | 4% | 0% | 16% | 16%
CS(=O)(=O)c1ccc2nc(NC(=O)c3cc([N+](=O)[O-])cc([N+](=O)[O-])c3)sc2c1 | · | ? | -6% | 0 | -6% | -0.2% | -10% | -2% | -8% | 0% | 1%
Nc1c2c(nn1-c1ccc(F)cc1)CSC2 | 14% | 6% | -6% | 0 | 0% | 0.0% | 1% | 1% | 0% | 5% | 1%
O=C(COC(=O)c1ccc2ccccc2n1)NCc1ccccc1 | 4% | -16% | -9% | 4 | 20% | -0.1% | 0% | -2% | -1% | -7% | -13%

Some of these compounds in order of molar mass, descending.
SMILES | p53 reactivator | Integrin act MD | PTAP TSG101 blk | TRPV1 agonist | Eya2 inh | B2AR arrestin | USP2a block | ELG1 genotox | ASM inhibitor | BRCA1 expr act | uPA generation
CCO[C@@H]1OC(C(=O)Nc2ccccc2)=C[C@H](c2csc3ccccc23)[C@H]1CCCO | 4% | -20% | -1% | 18 | -11% | -0.1% | -2% | -7% | -20% | -30% | ?
Cc1noc(C)c1COc1ccccc1C(=O)NNC(=O)C(C)Oc1ccccc1F (stereo not given) | 2% | -5% | -1% | 0 | 25% | 0.2% | 2% | 0% | 2% | -10% | 1%
CS(=O)(=O)c1ccc2nc(NC(=O)c3cc([N+](=O)[O-])cc([N+](=O)[O-])c3)sc2c1 | · | ? | -6% | 0 | -6% | -0.2% | -10% | -2% | -8% | 0% | 1%
O=C(CSc1nc2ccccc2o1)Nc1nc(-c2ccccc2)cs1 | ? | 18% | -2% | 4 | -1% | -0.6% | -8% | ? | -7% | 32% | 2%
O=C(COC(=O)c1ccc2ccccc2n1)NCc1ccccc1 | 4% | -16% | -9% | 4 | 20% | -0.1% | 0% | -2% | -1% | -7% | -13%
